High-throughput results deposited in PubChem by several laboratories.
MEX-5 binding: C. elegans MEX-5 TCR-2 RNA binding activity | Q9XUB2 | MEX-5/FITC-TCR2 RNA binding, fluorescence polarization; active compounds read low | activity score (negative = inhibition of binding), % at 10 µM | 0.38% of 300,000 active | AID 1832;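 active means inhibition past about -25% in most replicates, and total fluorescence under double the plate's negative control median, limit read from the data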;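 further: 0% = DMSO and -100% = 5 µM competing unlabeled TCR2 RNA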
PAD4 FP inh: inhibitors of human PAD4 | AID 485272 | recombinant PAD4, RCA probe fluorescence polarization | 0.41% of 330,000 active | inhibition, % at 6.36 µM;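 active means percent inhibition above a cutoff equal to the mean of all tested compounds plus 3 SD, cut at about 15% in these data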;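 further: 0% = PAD4 with RCA probe and DMSO and 100% = probe without PAD4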
GSTO1 counter: GSTO1 inhibition, counter-screen for RBBP9 inhibitors; inhibition, % at 5.96 µM; P78417; recombinant GSTO1, activity-based probe fluorescence polarization; AID 1974; 1.1% of 300,000 active;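 active means inhibition above the campaign mean inhibition plus 3 SD, cut at about 35% in these data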;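 further: 0% = GSTO1-1 with DMSO and 100% = wells lacking GSTO1-1 enzyme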
GLD-1 RNA inh: GLD-1-TGE RNA interaction inhibition (C. elegans); Q17339; purified GLD-1 + fluorescein TGE RNA, fluorescence polarization; inhibition, % at 5.96 µM; 0.44% of 320,000 active; AID 2280;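 active means percent inhibition above a per-plate cutoff, the plate mean of test compounds plus 3 SD, cut at about 30% in these data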;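 further: 0% = DMSO wells with GLD-1 and probe and 100% = wells lacking GLD-1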
Target sequence (Q17339 whole entry, looked up): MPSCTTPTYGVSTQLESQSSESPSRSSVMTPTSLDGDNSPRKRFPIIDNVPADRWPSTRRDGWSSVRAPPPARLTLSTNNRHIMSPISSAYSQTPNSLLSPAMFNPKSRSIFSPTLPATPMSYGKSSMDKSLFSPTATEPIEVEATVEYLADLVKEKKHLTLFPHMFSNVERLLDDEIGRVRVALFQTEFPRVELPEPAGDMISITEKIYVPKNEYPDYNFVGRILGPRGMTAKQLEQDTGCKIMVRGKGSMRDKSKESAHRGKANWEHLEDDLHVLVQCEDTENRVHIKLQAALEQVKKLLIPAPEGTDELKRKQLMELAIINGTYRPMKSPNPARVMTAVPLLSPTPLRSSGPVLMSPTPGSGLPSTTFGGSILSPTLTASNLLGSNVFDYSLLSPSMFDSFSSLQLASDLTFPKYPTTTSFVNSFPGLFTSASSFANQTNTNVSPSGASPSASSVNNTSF
PME-1 inh: PME-1 (human) inhibition; inhibition, % at 5.9 µM; recombinant PME-1, FP-Rh probe fluorescence polarization; 0.53% of 320,000 active;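 active means inhibition above the campaign mean of all compounds plus 3 SD, cut at about 26% in these data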;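 further: competitive labeling of PME-1 active site by serine hydrolase directed probe; 0% = PME-1 with DMSO and 100% = wells lacking PME-1 enzyme; inhibitors block probe labeling so polarization falls and inhibition rises; many of its hits are not listed in these tables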
Target sequence (Q9Y570 whole entry, looked up): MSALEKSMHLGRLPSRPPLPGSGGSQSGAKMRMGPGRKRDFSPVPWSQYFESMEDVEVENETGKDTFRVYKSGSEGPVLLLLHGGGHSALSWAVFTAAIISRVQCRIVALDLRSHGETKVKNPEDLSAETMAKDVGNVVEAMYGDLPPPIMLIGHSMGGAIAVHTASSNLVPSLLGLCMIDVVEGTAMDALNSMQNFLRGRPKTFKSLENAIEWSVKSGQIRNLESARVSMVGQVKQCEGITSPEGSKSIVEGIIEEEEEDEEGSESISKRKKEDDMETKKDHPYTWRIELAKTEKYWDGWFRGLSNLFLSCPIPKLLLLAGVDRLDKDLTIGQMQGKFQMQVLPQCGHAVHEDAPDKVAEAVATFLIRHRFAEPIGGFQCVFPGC
TPT1 inhibitor: blocks Candida albicans tRNA 2'-phosphotransferase. recombinant caTPT1, FP RNA substrate dephosphorylation. inhibition, % at 5 µM. 0.81% of 300,000 active;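 active means inhibition above the mean of all tested compounds plus 3 SD, set per screening campaign, cut at about 24% in these data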;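 further: plate controls were DMSO alone for no effect and ferristatin control at 100 nM for full effect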
MCL1-BIM inh: inhibitors of human MCL1 binding to BIM-BH3 peptide | GST-MCL1 / FITC-Bim-BH3 fluorescence polarization | inhibition, % at 10.9 µM | 0.68% of 320,000 active;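 active means inhibition above the mean inhibition of all tested compounds plus 3 SD, set per campaign, cut at about 40% in these data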;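 further: 0% = DMSO wells and 100% = unlabeled Bim-BH3 peptide control; higher means more loss of mP so more displacement of Bim peptide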
Fam108B inh: blocks mouse Fam108B hydrolase in RBBP9 counter-screen; recombinant Fam108B, FP-Rh probe fluorescence polarization; inhibition, % at 9.51 µM; 0.33% of 300,000 active; AID 1947;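 active means inhibition above the screen mean inhibition plus 3 SD, computed separately per campaign, cut at about 18% in these data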;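 further: inhibitors lower polarization as less probe binds the enzyme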
Bcl-xL primary: inhibitors of human Bcl-xL; 0.7% of 320,000 active; inhibition, % at 10.9 µM; GST-Bcl-xL / FITC-Bim BH3 peptide fluorescence polarization; AID 2129;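 active means inhibition above the mean of all tested compounds plus 3 SD, cutoff set per campaign, cut at about 30% in these data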;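 further: 0% = DMSO wells and 100% = unlabeled Bim-BH3 peptide competitor; inhibitors lower millipolarization by displacing the labeled peptide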
Target sequence (Q07817 whole entry, looked up): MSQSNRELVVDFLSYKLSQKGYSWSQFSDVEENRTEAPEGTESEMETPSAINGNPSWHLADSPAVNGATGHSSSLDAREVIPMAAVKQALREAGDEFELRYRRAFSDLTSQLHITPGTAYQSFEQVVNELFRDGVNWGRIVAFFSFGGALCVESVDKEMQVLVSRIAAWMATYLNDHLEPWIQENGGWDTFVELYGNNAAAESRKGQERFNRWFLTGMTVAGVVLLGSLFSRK
The depositor's hits bear a star; x = no result given. These rows are one share of the data; rates above refer to the full screens.

SMILES | MEX-5 binding | PAD4 FP inh | GSTO1 counter | GLD-1 RNA inh | PME-1 inh | TPT1 inhibitor | MCL1-BIM inh | Fam108B inh | Bcl-xL primary
Cc1ccc(CCNC(=O)C2=CCN(S(=O)(=O)c3ccccc3)CC2)cc1 | -1.0 | 0 | -3 | 4 | -3 | -5 | 6 | 2 | 1
NC(=S)Nc1cccc(O)c1 | -0.4 | -1 | 0 | 2 | 1 | -3 | 9 | 3 | 3
COc1cc(NC(=O)COC(=O)CC(NC(C)=O)c2ccccc2)cc(OC)c1 (stereo not drawn) | 1.4 | 0 | 3 | 5 | 0 | -2 | -13 | -1 | 2
N#Cc1c(-c2ccc(F)cc2)cc(C2CC2)nc1SCC(=O)c1cccs1 | -0.2 | 0 | 6 | -10 | 2 | 9 | -19 | -3 | -10
CN(C)CCCn1c2c(c(SCC(=O)Nc3ccc4c(c3)OCO4)nc1=O)CCC2 | -1.1 | 4 | 11 | 2 | 1 | -3 | 3 | 3 | 3
CC(=O)NCCC(=O)N1CCCC(N(C)CCc2ccccc2)C1 (stereo not drawn) | 3.0 | 3 | 4 | 6 | 0 | -2 | -6 | 0 | 0
COc1ccc(NC(=O)CNC(=O)c2sc3ccccc3c2Cl)c(OC)c1 | x | 0 | x | 5 | 2 | x | -5 | x | 0
CCn1c(SCC(=O)NCCc2ccc(Cl)cc2)nnc1-c1cccs1 | 1.5 | -1 | -2 | -5 | 12 | -3 | 1 | 1 | 1
O=C(OCC(=O)N1CCc2ccccc21)C1=COCCO1 | 0.6 | -2 | -1 | 1 | -1 | -3 | -16 | 0 | 4
CCOc1ccccc1NC(=O)C(=O)NCC1CCCN1CC (stereo not drawn) | 0.8 | -1 | 2 | 7 | 2 | -3 | 5 | -4 | 7
Clc1nc(Cl)nc(-c2cn(-c3ccccc3)c3ccccc23)n1 | -10 | 4 | 4 | 2 | -2 | 1 | 1 | -4 | 4
COc1ccc(C2CC(c3ccccc3)Nc3nc(NS(C)(=O)=O)nn32)cc1 (stereo not drawn) | 5.0 | 1 | -11 | 0 | -1 | -1 | 1 | 0 | 8
COc1ccc([N+](=O)[O-])c(OC)c1C(=O)Nc1ccc(F)cc1F | 1.5 | 3 | 3 | 5 | 3 | -3 | 1 | 1 | 1
O=C(NNS(=O)(=O)c1ccc(F)cc1)c1ccc(S(=O)(=O)N2CCCCC2)cc1 | -3.6 | 4 | 11 | 1 | 3 | -1 | 6 | 4 | 1
O=C(CN1C(=O)C2CCCCC2C1=O)Nc1nccs1 (stereo not drawn) | 0.0 | 6 | 2 | 0 | -1 | 1 | -5 | 4 | 0
COCCn1c(SCC(=O)Nc2ccc(OC)c(S(N)(=O)=O)c2)nc2ccccc21 | 0.0 | 1 | -5 | 1 | 2 | -2 | 5 | 2 | -2
C=CCCC(=O)NC1CC(C)(C)Cc2c1cnn2-c1ccc(OC)cc1 (stereo not drawn) | -2.4 | 0 | -3 | 8 | -2 | 0 | 5 | -5 | -1
CC(Oc1ccc([N+](=O)[O-])cc1)C(=O)NCCCN1CCOCC1 (stereo not drawn) | 1.0 | 2 | 6 | 8 | 5 | -3 | 6 | -1 | 0
CC1CC(C)(C)CC2(C1)NC(=O)N(CC(=O)N(Cc1ccccc1)c1ccccc1)C2=O (stereo not drawn) | -0.6 | 0 | -6 | 9 | -1 | -1 | -5 | 2 | -10
COC(=O)[C@@](C)(O)C1(C(=O)SC(C)(C)C)CC1 | -0.5 | 5 | 2 | 1 | 3 | 3 | -1 | 2 | 3
CCC(Oc1ccccc1)C(=O)Nc1cc(C(F)(F)F)ccc1N1CCOCC1 (stereo not drawn) | 0.7 | 6 | 1 | 5 | -6 | 1 | -1 | -1 | -6
Cc1ccc(CCNC(=O)C2CCN(S(=O)(=O)c3c(C)nn(C)c3C)CC2)cc1 | -0.3 | -1 | -3 | 3 | 0 | -4 | 4 | -1 | 2
Cn1cccc1C(=O)NC(=O)CSc1nnc(C2CC2)n1-c1ccccc1 | 0.5 | -5 | 8 | -3 | 3 | 3 | 4 | 1 | 1
O=C(NCc1ccccn1)C(=O)NCC1OCCN1S(=O)(=O)c1ccc([N+](=O)[O-])cc1 (stereo not drawn) | -2.4 | -3 | -3 | 2 | 10 | -1 | 7 | 2 | 6
CN(NS(=O)(=O)c1cccs1)c1ncc(C(F)(F)F)cc1Cl | 3.0 | 0 | 2 | 19 | -1 | -2 | 1 | -5 | 0
CC(C)n1cnc2c(=S)nc[nH]c21 | -4.1 | -1 | 3 | 4 | -5 | -2 | 7 | -1 | 5
CC(C)OC(=O)NCN1C(=O)C2C3C=CC(C3)C2C1=O (stereo not drawn) | 2.5 | -1 | -3 | 8 | 1 | 0 | -3 | 0 | -5
CCOc1c2ccc(C(=O)NCc3ccc(C)cc3)cc2nn1CC | -0.4 | -3 | -7 | 4 | 4 | -4 | 2 | -2 | 3
Cc1cc(-c2cc(-c3ccccc3)on2)nc(NC2CCCC2)n1 | -4.4 | 1 | -1 | -3 | -6 | -5 | 6 | -2 | 0
C/C(Cn1nnc([N+](=O)[O-])n1)=N\NC(=O)c1ccc(C)cc1 | 1.8 | -2 | 9 | -6 | 2 | 1 | 0 | 4 | -4
CCOC(=O)Cn1nc(C)c2ccccc2c1=O | -0.1 | 1 | -1 | 4 | 0 | -1 | 3 | -2 | -1
COc1cccc(/C=C2\C(=O)N(c3cccc(C)c3)C(=O)c3ccccc32)c1 | 2.0 | -9 | 2 | 2 | -10 | -6 | 1 | 1 | 3
CCc1ccc(NC(=O)c2onc(C)c2Cl)cc1 | 0.6 | 1 | 1 | 0 | 0 | -3 | 5 | 4 | 2
COc1ccccc1N1CCN(C2CCN(C(=O)c3ccc(F)cc3)CC2)CC1 | 1.0 | 6 | 4 | 3 | 0 | 0 | 4 | 4 | 7
CN1CCC(N2CCN(c3cccc(C(F)(F)F)c3)CC2)CC1 | -2.3 | 1 | -5 | 5 | -6 | 0 | 5 | 0 | 6
COc1ccc(NC(=O)CN(C)C(=O)CSc2nc3ccccc3s2)cc1 | 0.8 | -23 | -21 | -19 | -9 | 36* | -44 | 0 | -27
CC1CCN(Cc2nnnn2-c2cccc([N+](=O)[O-])c2)CC1 | -0.5 | 2 | 8 | 1 | 0 | 2 | 0 | -1 | 3
Cc1ccccc1CC(=O)N1CCOCC1 | -0.6 | 0 | 5 | 4 | 1 | -2 | 2 | -2 | 0
Cn1c(=O)[nH]c(=O)c2c1nc(N(CCO)Cc1ccccc1)n2Cc1ccccc1Cl | -1.4 | -3 | 8 | 4 | 4 | -4 | 1 | -1 | 7
CCn1cc(C(=O)O)c(=O)c2cnc(N3CCN(C(=S)Nc4ccccc4C(F)(F)F)CC3)nc21 | 0.3 | 0 | -8 | 4 | -8 | 1 | 0 | -2 | 0
COc1ccc(S(=O)(=O)N(C)CC(=O)Nc2c(F)cccc2F)cc1 | -0.2 | -2 | 1 | 4 | 1 | -2 | 5 | 2 | 9
O=C(NC1=NCCS1)Nc1ccccc1 | 0.7 | 1 | -4 | -1 | 3 | 3 | 0 | 3 | 1
O=C(COc1ccc(Cl)c(Cl)c1)NC1CCS(=O)(=O)C1 (stereo not drawn) | x | -3 | x | 0 | 3 | x | -1 | x | -4
CCN(C(=O)CN1CCN(C)CC1)c1cccc2ccccc12 | 0.3 | -4 | -8 | -7 | 4 | 3 | -5 | -3 | -1
O=C(/C=C\c1ccc2c(c1)OCO2)NC1(C(=O)Nc2ccc3c(c2)OCO3)CCCCC1 | -0.8 | -6 | 0 | 0 | -2 | 1 | 10 | -2 | 8
O=C(Nc1ccncc1)Nc1ccccc1Cl | -0.5 | 0 | -6 | 1 | -1 | 1 | -6 | 0 | -1
CCOc1cc(/C=C/c2nc3cc(C)c(C)cc3s2)ccc1OCC(=O)N1CCOCC1 | -0.1 | 1 | -16 | 0 | 7 | -1 | 1 | 5 | 1
CCOC(=O)C1CCN(C(=O)CCc2c(C)nc3cc(-c4ccccc4)nn3c2C)CC1 | -2.3 | -5 | 0 | 4 | 2 | -1 | -4 | -6 | 0
COc1ccc(/C=C/C(=O)N2CCOCC2)cc1OC | -1.5 | -1 | 3 | 5 | -3 | 0 | 2 | 5 | 2
Cc1cc(C)c(NC(=O)CNC(=O)c2cc(C3CC3)nn2-c2ccccc2)c(C)c1 | x | -3 | x | -9 | 2 | x | -6 | x | -1

Further results.
SMILES | MEX-5 binding | PAD4 FP inh | GSTO1 counter | GLD-1 RNA inh | PME-1 inh | TPT1 inhibitor | MCL1-BIM inh | Fam108B inh | Bcl-xL primary
O=C(NCCCN1CCOCC1)C1CCN(S(=O)(=O)c2cccc(Cl)c2Cl)CC1 | -1.6 | -3 | -4 | 4 | -3 | 1 | 5 | 0 | 2
CCN(C(=O)c1ccco1)c1nnc(-c2ccc(OC)cc2)s1 | -1.0 | 0 | 0 | 10 | -5 | -1 | 2 | -2 | 4
O=C(COC(=O)/C=C/c1cccc(F)c1)NNC(=O)c1ccccc1 | -0.1 | -3 | 5 | -2 | -6 | 0 | 4 | -2 | 4
CCCC[C@@H]1CNC(=S)N1CCc1cccc2ccccc12 | 1.8 | -5 | 6 | 0 | 2 | -1 | -1 | 0 | 0
NC(=O)c1ccccc1Nc1nc2nc3ccccc3c(=O)n2cc1Br | -0.5 | 2 | 17 | 28 | -2 | -22 | 28 | -2 | 31*
COc1ccc(C2C3=C(CC(C)(C)CC3=O)Oc3ncn(CC(C)C)c(=N)c32)cc1 (stereo not drawn) | 0.8 | -4 | -12 | -6 | 2 | -1 | -8 | -5 | -4
O=C1C(C=NCCN2CCOCC2)=C(O)c2ccccc21 | -1.7 | -1 | 5 | -2 | -1 | 0 | 2 | -1 | 4
Cn1c(Cn2c(=O)sc3ccccc32)nnc1SCc1cccc(F)c1 | 0.8 | 0 | 11 | 4 | 3 | -4 | 3 | 2 | 6
C/C(Cn1nnc([N+](=O)[O-])n1)=N\NC(=O)c1ccc(O)cc1O | -0.4 | 1 | 14 | -1 | 6 | -3 | 18 | -1 | 3
O=C(COC(=O)c1cccc(OC(F)F)c1)NC1CCCC1 | 0.1 | 1 | -5 | -2 | 3 | 0 | 2 | -1 | 6

Gathered by group: the entries above containing an NH in an aromatic ring
SMILES | MEX-5 binding | PAD4 FP inh | GSTO1 counter | GLD-1 RNA inh | PME-1 inh | TPT1 inhibitor | MCL1-BIM inh | Fam108B inh | Bcl-xL primary
CC(C)n1cnc2c(=S)nc[nH]c21 | -4.1 | -1 | 3 | 4 | -5 | -2 | 7 | -1 | 5
Cn1c(=O)[nH]c(=O)c2c1nc(N(CCO)Cc1ccccc1)n2Cc1ccccc1Cl | -1.4 | -3 | 8 | 4 | 4 | -4 | 1 | -1 | 7

More compounds follow.
SMILES | MEX-5 binding | PAD4 FP inh | GSTO1 counter | GLD-1 RNA inh | PME-1 inh | TPT1 inhibitor | MCL1-BIM inh | Fam108B inh | Bcl-xL primary
CC(=O)c1ccc(OCCCCCCCOc2ccc(C(C)=O)cc2)cc1 | 2.1 | -2 | -2 | 2 | 2 | 2 | -3 | -1 | 1
Nc1c(-c2ccc(Cl)cc2)cnc2c(-c3ccccc3)cnn12 | 0.0 | 4 | -3 | 0 | 1 | -6 | 6 | 7 | 6
COc1ccc(C2=NOC(Cn3nc(-c4ccccc4C)cc3C(=O)O)C2)cc1 (stereo not drawn) | x | -7 | x | 2 | 0 | x | 3 | x | 2
Cc1csc(=O)n1CCC(=O)O | 1.3 | -1 | 1 | -11 | -7 | -1 | -4 | 0 | -3
CCc1nnc(NC(=O)c2ccc3c(c2)C(=O)N(CC)C3=O)s1 | 1.0 | 2 | -1 | -5 | -4 | 0 | 13 | 1 | 6
O=C(Nc1ccccn1)C(=O)N1CCCCC1 | -1.5 | 36* | -1 | 3 | 3 | 0 | 3 | 1 | 6
